Screening data deposited in PubChem BioAssay by several laboratories.
DYRK1A inh: inhibitors of rat Dyrk1A kinase; Q63470; ADP-Glo luminescence, NFATc1 peptide; inhibition, % at 12.5 µM; actives 0.43% (n = 310,000); AID 504441; in the data active means inhibition above about 50%;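 further: plate controls were vehicle with enzyme for no effect and no enzyme for full effect; many of its hits are not listed in these tables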
KCNK3 block: human KCNK3 channel inhibition, primary screen; AID 602410; CHO-KCNK3 thallium flux, FluxOR fluorescence; hits give low values; actives 0.84% (n = 340,000); B-score at 10 µM;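 active means B-score under library mean minus 4 SD, starting fluorescence ratio at most library mean plus 5 SD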;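 further: more negative B-score means stronger inhibition of thallium flux through KCNK3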
Target sequence (O14649 whole entry, looked up): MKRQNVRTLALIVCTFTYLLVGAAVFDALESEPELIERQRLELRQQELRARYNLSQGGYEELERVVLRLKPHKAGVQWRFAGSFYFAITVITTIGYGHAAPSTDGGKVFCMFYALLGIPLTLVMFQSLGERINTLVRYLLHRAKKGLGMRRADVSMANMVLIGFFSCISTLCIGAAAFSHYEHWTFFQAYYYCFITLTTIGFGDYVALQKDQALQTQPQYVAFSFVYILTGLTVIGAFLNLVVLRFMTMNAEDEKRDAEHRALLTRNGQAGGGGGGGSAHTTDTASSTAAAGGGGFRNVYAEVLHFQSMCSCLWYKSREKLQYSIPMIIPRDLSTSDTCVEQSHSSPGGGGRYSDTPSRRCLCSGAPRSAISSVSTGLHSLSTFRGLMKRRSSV
Starred values were filed as active, the others as inactive; i = inactive.

Start of the data: the first four records (preview)
Value order: DYRK1A inh | KCNK3 block
1. CCCCN(C(=O)C1CSC2(C)CCC(=O)N12)c1c(N)n(Cc2ccccc2)c(=O)[nH]c1=O (configuration not stated)
    11 | i
2. COc1ccc(CCc2ccc3cc(OC)ccc3n2)cc1
    0 | i
3. CCCn1cnc2c(SCc3ccccc3)nc(N)nc21
    5 | i
4. CCOC(=O)C1C(C(=O)OC)=C(C2=CCCCC2)c2ccccc2N1S(=O)(=O)C(F)(F)F (configuration not stated)
    7 | i

All compounds of this part, repeating the preview:
Value order: DYRK1A inh | KCNK3 block
1. CCCCN(C(=O)C1CSC2(C)CCC(=O)N12)c1c(N)n(Cc2ccccc2)c(=O)[nH]c1=O (configuration not stated)
    11 | i
2. COc1ccc(CCc2ccc3cc(OC)ccc3n2)cc1
    0 | i
3. CCCn1cnc2c(SCc3ccccc3)nc(N)nc21
    5 | i
4. CCOC(=O)C1C(C(=O)OC)=C(C2=CCCCC2)c2ccccc2N1S(=O)(=O)C(F)(F)F (configuration not stated)
    7 | i
5. O=C(NCCCCc1ccccc1)NC[C@@H]1CC[C@@H](Cc2ccc(-c3ccccc3)cc2)O1
    1 | i
6. N/C(=N\OC(=O)COc1ccc(Cl)cc1Cl)c1ccncc1
    -4 | i
7. COC(=O)c1cc2ccccc2c([N+](=O)[O-])c1O
    40 | i
8. O=C(COC(=O)c1cccs1)NCCc1ccc(F)cc1
    -5 | i
9. Cc1cc(=O)n(C(C)c2ccccc2)n1C(C)c1ccccc1 (configuration not stated)
    -5 | i
10. CCCCn1c2nc3ccccc3nc2c2c(=N)oc(C)nc21
    -4 | i
11. CN(C(=O)c1ccccc1C(=O)OCC(=O)c1ccc(F)c(F)c1)C1CCCCC1
    -9 | i
12. O=C(O)c1cccc(-c2ccccc2)c1O
    -2 | i
13. Cc1cc(O)ccc1NC(=O)Cc1cccc2ccccc12
    -7 | i
14. CC(C)n1ncc2c(C(=O)NCCc3ccc(S(N)(=O)=O)cc3)cc(C3CC3)nc21
    -6 | i
15. O=C(COc1ccccc1)NCC(=O)N1CCCC(C(F)(F)F)C1 (configuration not stated)
    7 | i
16. COc1cc(C)ccc1OCC(=O)OCC(=O)c1ccc[nH]1
    -4 | i
17. O=C(CCCl)N1c2ccccc2C=Cc2ccccc21
    -11 | i
18. NC(=S)NN=C1CCCCCCCCCC1
    -2 | i
19. COc1cc(OC)c2c(-c3cccc(-c4ccoc4)c3)cc(=O)oc2c1
    3 | i
20. COc1ccc(-n2c(SCC(=O)Nc3nccs3)nnc2-c2ccc(Cl)cc2)cc1
    2 | i
21. CN(C(=O)CSc1nnc(-c2ccco2)n1C)C1CCCCC1
    8 | i
22. COc1cc2c(cc1N)-c1ccc(N)cc1C2
    7 | i
23. O=S1(=O)[C@H]2C[C@H](CO)O[C@@]2(CO)CN1Cc1ccc(-c2cccc(Cl)c2)cc1
    1 | i
24. COC(=O)c1ccccc1NC(=O)CSc1nc(-c2ccco2)cc(C(F)(F)F)n1
    -7 | i
25. C[C@@H]1CN([C@H](C)CO)C(=O)c2cc(NS(=O)(=O)c3ccc(F)cc3)ccc2O[C@@H]1CN(C)Cc1ccc(Cl)c(Cl)c1
    -1 | i
26. CC(C)(C)OC(=O)N1CCC(C(=O)Nc2cccc(C(=O)N3CCCCC3)c2)CC1
    7 | i
27. CC1CCC(O)(C(C(=O)O)c2ccccc2)CC1 (configuration not stated)
    -2 | i
28. O=S(=O)(NCCC1=CCCCC1)c1ccccc1Br
    6 | i
29. O=C(N/N=C/c1cc(Cl)cc([N+](=O)[O-])c1O)c1cccc(S(=O)(=O)N2CCOCC2)c1
    -2 | i
30. C=CCn1c(SC)nccc1=O
    -3 | i

3 entries already listed, sorted by formula weight, low to high.
Value order: DYRK1A inh | KCNK3 block
16. COc1cc(C)ccc1OCC(=O)OCC(=O)c1ccc[nH]1
    -4 | i
8. O=C(COC(=O)c1cccs1)NCCc1ccc(F)cc1
    -5 | i
1. CCCCN(C(=O)C1CSC2(C)CCC(=O)N12)c1c(N)n(Cc2ccccc2)c(=O)[nH]c1=O (configuration not stated)
    11 | i

(list continues)
Value order: DYRK1A inh | KCNK3 block
31. COc1cc(OCc2ccccc2)c2c(CCC(=O)O)cc(=O)oc2c1
    3 | i
32. CC(O)(Cc1cccnc1)c1cccs1 (configuration not stated)
    0 | i
33. CCN(C(=O)COC(=O)CCC1CCCC1)c1c(N)n(Cc2ccccc2)c(=O)[nH]c1=O
    -6 | i
34. Nc1ccc(-c2nnn(Cc3ccccc3)n2)cc1
    2 | i
35. Cc1n[nH]c(C)c1S(=O)(=O)N1CCN(S(=O)(=O)c2ccccc2C#N)CC1
    7 | i
36. Brc1ccc(C2Nc3cccc4cccc(c34)N2)cc1
    3 | i
37. Cc1cccc(C2=NN(c3ccc(Br)cc3)[C@@H](C(=O)N3CCOC3=O)[C@@H]2c2ccc(Cl)cc2)c1
    -5 | i
38. COc1ccc(CC(=O)OCC(=O)Nc2ncc(Cl)c(C)c2Cl)cc1
    0 | i
39. CC(=O)C1(C)C(=O)N(c2ccc(C)cc2)C(=O)N1c1ccc(C)cc1 (configuration not stated)
    -2 | i
40. COc1ccc(-c2coc3cc(OC(C)=O)ccc3c2=S)cc1
    11 | i
41. COc1ccc(CCNC(=O)c2cc3c(=O)n4ccccc4nc3n(CC3CCCO3)c2=N)cc1 (configuration not stated)
    -1 | i
42. CC[C@]1(C(=O)OC)[C@H]2C(=O)N(Cc3ccccc3)C(=O)[C@H]2[C@H]2CN(C)C(=NC)N21
    -3 | i
43. O=C(Nc1cccc(S(=O)(=O)N2CCOCC2)c1)c1cccc(S(=O)(=O)N2CCCC2)c1
    12 | i
44. O=C1[C@@H](Oc2ccccc2)[C@@H](c2ccncc2)N1c1ccccc1
    3 | i
45. O=C(CN1CCN(CC(=O)Nc2ccccc2Cl)CC1)NCC1(N2CCOCC2)CCCCC1
    -3 | i
46. O=C(NNC(=O)c1ccc(Cl)cc1Cl)c1ccc2ccccc2c1
    6 | i
47. Cc1ccc(S(=O)(=O)NCCC(=O)OC(C)C(=O)NC2CC2)cc1 (configuration not stated)
    -2 | i
48. CCN1C[C@@H]2[C@@H]3C(=O)N(Cc4ccccc4)C(=O)[C@@H]3[C@](C)(C1=O)N2C(=O)c1ccc(C(C)(C)C)cc1
    -6 | i
49. O=C(O)c1ccccc1C(=O)c1ccc(F)c(F)c1
    0 | i
50. O=C(O)c1ccccc1NS(=O)(=O)c1cccc(N=Nc2c(O)[nH]c(=S)[nH]c2=O)c1
    6 | i
51. O=C(Nc1ccc(Cl)cc1)C1C2CCC3C(CCC21)C3(Cl)Cl (configuration not stated)
    7 | i
52. CCC(C)C(N)C1=NC(C(=O)N[C@@H](CC(C)C)C(=O)N[C@H](CCC(=O)[O-])C(=O)N[C@H](C(=O)N[C@H]2CCCCNC(=O)[C@H](CC(N)=O)NC(=O)[C@@H](CC(=O)[O-])NC(=O)[C@H](Cc3cnc[nH]3)NC(=O)[C@@H](Cc3ccccc3)NC(=O)[C@H]([C@@H](C)CC)NC(=O)[C@@H](CCCN)NC2=O)[C@@H](C)CC)CS1.[Zn+2] (some centres not stated)
    -2 | i
53. Cc1ccc(C2C(C(=O)c3sc(-c4ccccc4)nc3C)=C(O)C(=O)N2CCN(C)C)o1 (configuration not stated)
    -7 | i
54. C#CCN1C=CC(=O)[C@@H](OC(=O)NCCC)[C@H]1c1ccccc1Br
    -5 | i
55. CCC(=O)Nc1nonc1-c1nc2ccccc2n1Cc1ccc(Cl)c(Cl)c1
    2 | i
56. CN1CCN(c2ccc(S(=O)(=O)N3CCOCC3)cc2NC(=O)C2CCCCC2)CC1
    -5 | i
57. CCc1c(N)nc(N)nc1Nc1ccccc1Cl
    27 | i
58. O=C(CC(=O)c1ccccc1)CC(O)(C=Cc1ccccc1)c1ccccc1 (configuration not stated)
    -1 | -9.1*
59. COc1ccc(-c2nc3c(C(=O)NCCN(C)C)cccc3c3ccccc23)cc1
    44 | i
60. CC(C)(C)OC(=O)N1O[C@H]2C[C@@H]1[C@@H]1[C@@H]2N=NN1C12CC3CC(CC(C3)C1)C2
    2 | i
61. O=C(Nc1nccs1)C1CC(=O)N(CCc2ccccc2)C1 (configuration not stated)
    -1 | i
62. O=C1C=CC(=Nc2ccc3c(c2)C(=O)c2ccccc2-3)O1
    17 | i
63. COC(=O)[C@@H](Cc1c[nH]c2ccccc12)NCc1ccc(B(O)O)cc1
    -8 | i
64. Cc1[nH][nH]c(=O)c1C(c1ccc(-c2ccc(Cl)c(C(=O)O)c2)o1)c1c(C)[nH][nH]c1=O
    6 | i
65. Cc1ccc(S(=O)(=O)Nc2ccc3cc([N+](=O)[O-])ccc3c2[N+](=O)[O-])cc1
    1 | i
66. CCC1([N+](=O)[O-])COC(C=Cc2ccccc2)OC1 (configuration not stated)
    2 | i
67. COc1ccccc1C(=O)N=Nc1c(O)[nH]c2ccc([N+](=O)[O-])cc12
    10 | i
68. O=C1NC(=O)C(=Cc2ccccc2[N+](=O)[O-])S1
    33 | i
69. O=C(C=Cc1ccccn1)c1ccccc1
    -3 | i
70. O=C(CN1CCSC1=O)N1CCN(S(=O)(=O)c2ccc(F)cc2)CC1
    7 | i
71. CC[C@]12c3[nH]c4cc(-c5ccco5)ccc4c3CCN1C(=O)[C@@H](CC(=O)NCc1ccco1)C[C@@H]2C(=O)N1CCN(C(=O)c2ccco2)CC1
    -5 | i
72. N/C(=N/O)c1nc(N2CCCC2)nc(N2CCCC2)n1
    -3 | i
73. CCOC(=O)C1OC2(CCCC2)OC1C(=O)OCC (configuration not stated)
    -6 | i
74. Cc1ccc2cc(C(c3nnnn3CC3CCCO3)N3CCCC4(CCCCC4)C3)c(=O)[nH]c2c1 (configuration not stated)
    1 | i
75. CCCCC(=O)OCC(=O)C1(O)Cc2c(O)c3c(c(O)c2C(OC2CC(NC(=O)C(F)(F)F)C(O)C(C)O2)C1)C(=O)c1c(OC)cccc1C3=O (configuration not stated)
    2 | i
76. CC(=O)Nc1c(Cl)c2c(c(Cl)c1Br)-c1ccc(Cl)cc1C2
    4 | i
77. CCCCCCC[C@@H](C/C=C/CCC(=O)N(C)C/C(=C/Cl)C/C(=C\C(=O)N1C[C@H](O)CC1=O)OC)OC
    13 | i
78. CCN(c1ccccc1)S(=O)(=O)c1cccc(C(=O)NCC(c2ccco2)N2CCCCC2)c1 (configuration not stated)
    -4 | i
79. CSC(=NS(=O)(=O)c1ccc(N)cc1)NS(=O)(=O)c1cccs1
    2 | i
80. Clc1ccc(C=Cc2ccccn2)c(Cl)c1
    0 | i
81. COc1ccc(CN(C)CCCn2cnc3c(OCc4ccccc4)ncnc32)cc1OC
    -21 | i
82. COc1cc(C2CC(=O)Oc3cc4c(cc32)OCO4)cc(OC)c1OC (configuration not stated)
    0 | i
83. COc1ccccc1CCNC(=O)c1cc(C2CC2)nc2c1cnn2C(C)C
    -6 | i
84. CCC1(CC)CNC(=O)NC1=O
    -2 | i
85. Cn1nc(C(=O)O)c(=O)n(C)c1=O
    -2 | i
86. CCOc1ccc(NC(=O)CN(C)C(=O)c2ccc(OCC(=O)N3CCOCC3)c(OC)c2)cc1OCC
    -3 | i
87. COc1ccc(-c2nnc(SCC(=O)NC3CC3)o2)c(OC)c1
    2 | i
88. COc1cc2nc(CN(C)CC(=O)Nc3ccc(N4CCOCC4)cc3)[nH]c(=O)c2cc1OC
    1 | i
89. Oc1c(Br)cc(Br)c2cccnc12
    -9 | i
90. Cc1ccccc1-n1nnnc1SCC(=O)c1c(N)n(C2CC2)c(=O)[nH]c1=O
    2 | i

Other records:
Value order: DYRK1A inh | KCNK3 block
91. O=C(CSc1nnc2ccc(-c3ccccn3)nn12)N1CCCC1
    -3 | i
92. Cc1ccccc1S(=O)(=O)N1[C@@H](c2ccc(Br)cc2)C(C(=O)O)=CC[C@H]1c1ccc(Cl)cc1
    -2 | i
93. C=CC[C@H](CC(=O)N(CCO)Cc1ccccc1)C(=O)N[C@H](COC(=O)[C@H](CC=C)CC(=O)OC(C)(C)C)Cc1c[nH]c2ccccc12
    -2 | i
94. CCC(CC)NC(=O)CSc1ccc(S(=O)(=O)N2CCCCC2)cn1
    -4 | i
95. CCOc1ccc(NC(=O)CN(C)C(=O)C2CC(=O)N(c3cccc(SC)c3)C2)cc1OCC (configuration not stated)
    7 | i
96. CC(Sc1nnc(C2CC2)n1C)C(=O)Nc1ccc(N2CCOCC2)cc1 (configuration not stated)
    3 | i
97. CCOC(=O)C1=C(C)c2ccccc2OC1(C(=O)OCC)C(C)C (configuration not stated)
    1 | i
98. C#CCOCCOCCOCCNc1nc(N2CCN(C(=O)Cn3cc(CCO)nn3)CC2)nc(N2CCN(C(=O)[C@H]([C@@H](C)CC)n3cc(CCCCN)nn3)CC2)n1
    4 | i
99. Cc1cc(C(=O)COC(=O)c2nn(C)c(=O)c3ccccc23)c(C)n1C
    -7 | i
100. Cc1c(Nc2cc(Cl)c3nonc3c2[N+](=O)[O-])c(=O)n(-c2ccccc2)n1C
    -5 | -18*
101. NC1=C(Cl)C(=O)c2ccc(S(N)(=O)=O)cc2C1=O
    34 | i
102. Cc1cc(S(=O)(=O)N2CCN(CC(=O)NC(C)(C#N)C3CC3)CC2)ccc1Br (configuration not stated)
    5 | i
103. CC(C)CC1(C2CCCC2)NC(=O)NC1=O (configuration not stated)
    4 | i
104. CNS(=O)(=O)c1cccc(C(=O)OCC(=O)c2c(N)n(Cc3ccccc3)c(=O)n(C)c2=O)c1
    0 | i
105. CNC(=O)c1ccc(NC(=O)CCNC(=O)Nc2ccccc2)cc1
    2 | i
106. O=C(COC(=O)c1nc(Cl)c(Cl)c(Cl)c1Cl)NCc1ccccc1
    -3 | i
107. CCn1c(=O)cc(OCC(=O)N2CCc3ccccc32)c2ccccc21
    -5 | i
108. COc1ccc(CN2C[C@]3(CO)O[C@@H](CO)C[C@@H]3S2(=O)=O)cc1
    -3 | i
109. O=C1CN(C(=O)COC(=O)c2cccs2)c2ccccc2N1
    5 | i
110. O=C(Oc1ccccc1)c1ccccc1
    -5 | i

Record cards (already shown). Order of values: DYRK1A inh, KCNK3 block
COc1ccc(CN2C[C@]3(CO)O[C@@H](CO)C[C@@H]3S2(=O)=O)cc1 as listed: -3, i
O=C1CN(C(=O)COC(=O)c2cccs2)c2ccccc2N1 as listed: 5, i

The list is partial, so the mix of outcomes need not match the whole.
